TEAD-YAP block: TEAD-YAP interaction inhibition. HEK-TIYL cells, TEAD-Gal4/YAP UAS-luciferase luminescence. inhibition, % at 9.12 µM. 640,000 tested, 1.4% active. AID 1259422; in the data active means inhibition above about 32%;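 further: 0% = median of test compound wells and 100% = reference inhibitor wells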
FBW7 act: human FBW7 E3 ligase activation, primary screen | Q969H0 | AlphaScreen FBW7–phospho-cyclin E peptide binding, activator screen | normalized activity (activation), % at 26.1 µM | 650,000 tested, 0.13% active; in the data active means normalized activity above about 1.9%;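 further: purified mutant Fbw7 with reduced substrate affinity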
Target sequence (Q969H0 whole entry, looked up): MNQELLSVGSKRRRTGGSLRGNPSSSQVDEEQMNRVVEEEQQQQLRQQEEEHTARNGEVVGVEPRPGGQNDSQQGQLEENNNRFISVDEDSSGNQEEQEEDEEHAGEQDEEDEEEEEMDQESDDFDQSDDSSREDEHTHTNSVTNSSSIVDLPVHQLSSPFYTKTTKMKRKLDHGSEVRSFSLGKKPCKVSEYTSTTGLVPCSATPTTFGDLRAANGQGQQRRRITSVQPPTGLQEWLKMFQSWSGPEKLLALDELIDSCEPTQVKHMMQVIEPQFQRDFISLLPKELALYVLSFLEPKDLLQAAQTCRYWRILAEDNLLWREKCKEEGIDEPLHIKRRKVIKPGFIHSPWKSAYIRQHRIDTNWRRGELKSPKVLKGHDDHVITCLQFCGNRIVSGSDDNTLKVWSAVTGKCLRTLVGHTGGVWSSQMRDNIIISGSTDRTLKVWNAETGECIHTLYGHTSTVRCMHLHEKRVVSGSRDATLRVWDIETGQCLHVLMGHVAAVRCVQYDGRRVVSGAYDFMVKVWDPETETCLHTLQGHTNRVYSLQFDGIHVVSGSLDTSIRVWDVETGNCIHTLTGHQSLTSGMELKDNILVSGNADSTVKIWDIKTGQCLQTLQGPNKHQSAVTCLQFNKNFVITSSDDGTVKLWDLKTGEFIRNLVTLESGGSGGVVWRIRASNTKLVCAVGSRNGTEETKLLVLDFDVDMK
GPR151 activ: activates the human receptor GPR151; Q8TDV0; PathHunter beta-arrestin GPR151 cells, luminescence; activation, % at 11.2 µM; 650,000 tested, 1% active; in the data active means activation above about 4.9%;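 further: 0% = median of compound wells and 100% = cells with positive control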
MITF primary: inhibitors of human MITF. AlphaScreen MITF homodimerization, bead proximity signal. inhibition, % at 2.6 µM. 650,000 tested, 0.91% active. AID 1259374; in the data active means inhibition above about 50%;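 further: 0% = vehicle wells with protein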
* hit, by the source's call.

A first look (5 entries):
cpd	Molecule	TEAD-YAP block	FBW7 act
1	O=C(NCCN1CCOCC1)c1cc(-c2ccccc2)n[nH]1	-12.8	0.3
2	CCOc1cc(CN2CCN(CC(C)C)C(CCO)C2)ccc1OC (stereo unspecified)	0.7	-0.1
3	Cc1cc(NC(=O)c2cccnc2)ccc1Br	-48.0	0.0
4	CCN(CC)CC1CC(O)C(C)(C)CC1OC(=O)c1ccccc1 (stereo unspecified)	1.7	0.3
5	COc1cccc(Cn2cc(C(=O)NCCN3CCCCCC3)nn2)c1	6.7	0.0

cpd	GPR151 activ	MITF primary
1	-0.8	3.2
2	-0.9	3.3
3	-2.0	-1.8
4	0.5	37.4
5	-0.7	-10.7

All compounds of this part (from the top)
cpd	Molecule	TEAD-YAP block	FBW7 act
1	O=C(NCCN1CCOCC1)c1cc(-c2ccccc2)n[nH]1	-12.8	0.3
2	CCOc1cc(CN2CCN(CC(C)C)C(CCO)C2)ccc1OC (stereo unspecified)	0.7	-0.1
3	Cc1cc(NC(=O)c2cccnc2)ccc1Br	-48.0	0.0
4	CCN(CC)CC1CC(O)C(C)(C)CC1OC(=O)c1ccccc1 (stereo unspecified)	1.7	0.3
5	COc1cccc(Cn2cc(C(=O)NCCN3CCCCCC3)nn2)c1	6.7	0.0
6	CCCNc1nc(NCc2ccc3c(c2)OCO3)nc2nc[nH]c12	-16.8	0.0
7	CCOc1ccc(OC)cc1/C=N/NC(=O)N/N=C/c1cc(OC)ccc1OCC	-1.8	0.0
8	O=C1CCC(C(=O)NC2CCCCCC2)=NN1	-4.3	0.0

cpd	GPR151 activ	MITF primary
1	-0.8	3.2
2	-0.9	3.3
3	-2.0	-1.8
4	0.5	37.4
5	-0.7	-10.7
6	-1.7	-1.9
7	-0.2	-6.8
8	-1.2	3.2

(list continues)
cpd	Molecule	TEAD-YAP block	FBW7 act
9	O=C(NCc1ccco1)C1CCN(S(=O)(=O)c2ccc(Br)cc2)CC1	4.9	0.1
10	COc1ccccc1C(=O)NNC(=O)C(=O)N1CCCCC1	10.4	0.2
11	Cc1cccc(NC(=O)Cn2nnc(-c3ccc(N)cc3)n2)c1C	4.4	-0.1
12	Cc1ccc(NC(=O)NNC(=O)c2cc3sccc3[nH]2)cc1Cl	9.2	0.1
13	CC1(C)c2ssc(=S)c2-c2ccccc2N1C(=O)Cc1ccccc1	-4.4	0.6
14	COc1ccc(-c2cnnc(N/N=C/c3ccccc3C(=O)O)n2)cc1	1.3	-0.2
15	COc1ccc(N2CCN(CC(=O)c3ccc(Cl)cc3)CC2)cc1	-0.6	0.6
16	C#CC(C)(C)NC1(c2nnnn2-c2c(C)cccc2C)CCCC1	1.7	0.5

cpd	GPR151 activ	MITF primary
9	-0.1	6.8
10	-0.9	8.5
11	-0.9	4.7
12	0.1	6.8
13	-1.1	12.7
14	-0.5	4.1
15	1.7	20.9
16	-1.3	13.8

From no. 13 up to 15, as listed above:
cpd	Molecule	TEAD-YAP block	FBW7 act
13	CC1(C)c2ssc(=S)c2-c2ccccc2N1C(=O)Cc1ccccc1	-4.4	0.6
14	COc1ccc(-c2cnnc(N/N=C/c3ccccc3C(=O)O)n2)cc1	1.3	-0.2
15	COc1ccc(N2CCN(CC(=O)c3ccc(Cl)cc3)CC2)cc1	-0.6	0.6

cpd	GPR151 activ	MITF primary
13	-1.1	12.7
14	-0.5	4.1
15	1.7	20.9

Of the compounds above, 2 contain a Cl atom.
cpd	Molecule	TEAD-YAP block	FBW7 act
12	Cc1ccc(NC(=O)NNC(=O)c2cc3sccc3[nH]2)cc1Cl	9.2	0.1
15	COc1ccc(N2CCN(CC(=O)c3ccc(Cl)cc3)CC2)cc1	-0.6	0.6

cpd	GPR151 activ	MITF primary
12	0.1	6.8
15	1.7	20.9

Continued.
cpd	Molecule	TEAD-YAP block	FBW7 act
17	Cc1nc(CN2CCN(Cc3ccc(OCC(O)CN4CCCCC4)cc3)CC2)cs1 (stereo unspecified)	2.8	0.1
18	CCOC(=O)N1CCc2c(sc(NCc3cc(OC)ccc3OC)c2C(=O)Nc2cc(OC)ccc2OC)C1	-5.1	0.0
19	CC(=O)N1CCN(c2ccc(NC(=O)c3ccccc3F)cc2)CC1	-32.0	-0.1
20	CC1CCC(NS(=O)(=O)c2ccc3c(c2)oc(=O)n3C)CC1 (stereo unspecified)	2.5	0.0
21	Cc1ccc2[nH]c(=O)c(CN(CCCO)C(=O)Nc3ccccc3F)cc2c1	10.2	-0.1
22	O=C(COC(=O)CCC(=O)c1cccs1)COC(=O)CCC(=O)c1cccs1	3.3	0.2
23	COCC(=O)N(Cc1cc2ccc(C)cc2n2nnnc12)C1CCCC1	-5.4	-0.1
24	Cc1ccc(NC(=O)C2CCCN2S(=O)(=O)c2cccc3cccnc23)c(C)c1 (stereo unspecified)	-16.2	0.0

cpd	GPR151 activ	MITF primary
17	2.4	43.8
18	0.8	17.6
19	-1.1	6.0
20	0.2	-2.7
21	-0.5	3.5
22	-0.6	8.2
23	-0.2	-11.2
24	-0.9	9.8

(more compounds)
cpd	Molecule	TEAD-YAP block	FBW7 act
25	COc1ccccc1N1COc2ccc3c(C)cc(=O)oc3c2C1	8.8	-0.1
26	COc1ccc(C(O)C(=O)N2CCC(C(=O)Nc3ccc4[nH]ncc4c3)C2)cc1 (stereo unspecified)	-4.7	0.2
27	Cc1ccc(S(=O)(=O)N(NC2=NS(=O)(=O)c3ccccc32)C(=O)c2ccc(Cl)cc2)cc1	1.6	0.4
28	O=C(COc1ccc(Cl)cc1Cl)Nn1c(-c2ccc(F)cc2)nc2ccccc2c1=O	6.0	0.0
29	CCOc1ccc(C2=C3C(=O)C(=O)N(c4ccccc4)C3(C(=O)OC)Nc3ccccc3N2)cc1 (stereo unspecified)	-12.3	0.1
30	O=S(=O)(NCC1CC1)c1ccc(S(=O)(=O)N2CCCC2)cc1	-3.7	-0.1
31	COc1ccc(Nc2c(-c3ccccc3)c(=O)c2=O)cc1Cl	54.8*	-0.2
32	O=C(CSc1nc2ccccc2c(=O)n1Cc1ccco1)NCC1CCCO1 (stereo unspecified)	-6.2	0.0
33	COc1ccc(-c2nc(-c3cc4cc(OC)ccc4oc3=O)cs2)cc1	-11.6	-0.1
34	CCOCc1cc(CN2CCN(Cc3cccc(C)n3)C(CCO)C2)ccc1OC (stereo unspecified)	-1.9	0.5
35	Cc1ccc(NC(=O)Nc2cc(C(F)(F)F)c[nH]c2=O)cc1	15.5	-0.2

cpd	GPR151 activ	MITF primary
25	1.6	1.3
26	-1.2	11.9
27	0.4	22.0
28	0.0	0.0
29	1.2	4.2
30	0.1	-2.8
31	1.2	98.5*
32	-0.5	-4.4
33	1.1	-3.0
34	0.6	-0.5
35	1.6	-3.4
